T cell modulator: T cell immune modulators affecting CD8 T cell-vesicle binding. 0.068% of 330,000 active. calls only at 7 µM. 2C CD8+ T cell-vesicle binding, flow cytometry; stronger effect = lower value;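 active means response, share of CD8 T cells binding vesicles, and their 90th percentile fluorescence all below set limits, cut at about 80% in these data, passing the limit was not always enough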
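System: murine 2C transgenic CD8+ T lymphocytes; also added: QL9-loaded Drosophila micro-vesicles; times: binding 1.5 h at 37 °C; measured by: flow cytometry, PE anti-B7-1 (FL2) versus Alexa647 anti-CD8 (FL8), PFA-fixed; control set: Peptide-free naked vesicles (low) and QL9 vesicles with 0.7% DMSO vehicle (high)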
NTR1 ag: agonists of NTR1, primary screen, imaging, U2OS cells, beta-arrestin-GFP, high content (AID 493036); activation, % at 20 µM; 0.17% of 330,000 active; NTR1-U2OS beta-arrestin-GFP spot imaging, agonist mode; P30989;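 active means activation at or above 40% of the spot to cytoplasm intensity ratio, with at least 20 cells analyzed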;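 further: 0% = DMSO without peptide and 100% = 100 nM NTR1 peptide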
Target sequence (P30989 whole entry, looked up): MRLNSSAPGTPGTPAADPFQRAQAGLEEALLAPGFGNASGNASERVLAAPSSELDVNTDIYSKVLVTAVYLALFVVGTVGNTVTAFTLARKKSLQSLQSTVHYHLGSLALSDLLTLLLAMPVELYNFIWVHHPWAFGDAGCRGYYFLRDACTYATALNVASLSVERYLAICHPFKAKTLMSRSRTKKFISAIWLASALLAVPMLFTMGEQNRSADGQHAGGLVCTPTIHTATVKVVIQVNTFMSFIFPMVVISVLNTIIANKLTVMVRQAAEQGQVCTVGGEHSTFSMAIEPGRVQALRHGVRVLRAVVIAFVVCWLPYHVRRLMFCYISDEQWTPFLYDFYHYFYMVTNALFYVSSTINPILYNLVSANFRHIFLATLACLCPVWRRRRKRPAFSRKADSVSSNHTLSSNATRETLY
T cell modulator vesicle-bound %: recorded beside T cell modulator, whose call it bears; double positive events, %; measured here: CD8+ vesicle-bound cell fraction;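 binding gate set so that unloaded-vesicle control wells show 10% double positive cells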
NTR1 ag cell count 20 µM: also measured in NTR1 ag; calls as there; cell count; measured here: cell count, cytotoxicity flag
* hit, by the source's call; i = inactive. These rows are one share of the data; the hit share may differ from the screen's.

SMILES | T cell modulator | T cell modulator vesicle-bound % | NTR1 ag | NTR1 ag cell count 20 µM
COc1ccc([C@H]2C(C(=O)O)=C[C@@H](C(C)(C)C)N2S(=O)(=O)c2ccccc2)cc1 | i | 9 | -1.1 | 65
COC(=O)[C@@]12CCCCN1[C@H](c1ccc(-c3cccc(Cl)c3)cc1)[C@@H]1C(=O)N(C)C(=O)[C@@H]12 | i | 7 | 10 | 50
O=S(=O)(Nc1c(O)ccc2ccccc12)c1ccc(F)cc1 | i | 8 | 0.0 | 52
O=C(NNc1c(F)c(F)cc(F)c1F)C1CCN(S(=O)(=O)c2ccccc2F)CC1 | i | 51 | 3.1 | 57
CN(Cc1cccs1)C(=O)CCNS(=O)(=O)c1ccc(Br)cc1 | i | 40 | 1.4 | 49
O=C(O)C1CCCN1c1nc(-c2ccc(Cl)c(Cl)c2)cc(C(F)(F)F)n1 (stereo not drawn) | i | 33 | 6.2 | 64
CSCCC(NC(=O)c1ccccc1)C(=O)NCCc1ccc2c(c1)OCCO2 (stereo not drawn) | i | 5 | -1.3 | 56
COC(=O)C1=C(C)N(Cc2ccccc2)C(=NCc2cccc(Cl)c2)N[C@H]1c1cccc(F)c1 | i | 12 | 18 | 30
Cc1[nH][nH]c(=O)c1N=Nc1ccc(Br)c(Cl)c1 | i | 56 | 0.5 | 36
Cn1nnnc1Sc1ncnc2scc(-c3cccc4ccccc34)c12 | i | 6 | 2.8 | 51
CC(C)=CCOc1c2ccoc2c(OCC=C(C)C)c2oc(=O)ccc12 | i | 8 | 0.2 | 61
COc1cc(OC)cc(-c2c(C#Cc3ccsc3)c3cc(-c4ccccc4OC)ccc3n2C)c1 | i | 25 | -0.4 | 70
NC(=O)c1ccc(NC(=O)c2cc(S(=O)(=O)N3CCCCC3)ccc2N2CCOCC2)cc1 | i | 38 | 1.8 | 47
O=C(CCN1C(=O)CSc2ccccc21)Nc1ccc(OC(F)(F)F)cc1 | i | 46 | -0.9 | 48
CC(C)CN(C(=O)c1ccc(N2CCCC2=O)cc1)c1c(N)n(Cc2ccccc2)c(=O)[nH]c1=O | i | 26 | -0.8 | 51
CCCC(=O)Nc1cc(S(=O)(=O)N2CCCCC2)ccc1N1CCOCC1 | i | 30 | 3.3 | 61
CC(=O)c1sc(NC(=O)CSCc2c(C)noc2C)nc1-c1ccccc1 | i | 41 | -1.4 | 64
COc1cc(OC)cc(-c2oc(=O)c3cc(OC)c(OC)cc3c2C#CCCCO)c1 | i | 27 | 1.4 | 54
COc1ccc(NC(=O)c2cc3cc(OC)ccc3oc2=O)cc1 | i | 21 | -0.4 | 54
CC1CCCC(C)N1C(=O)COC(=O)c1n[nH]c(=O)c2ccccc12 (stereo not drawn) | i | 30 | -0.2 | 49
CC1(NC(=O)CC(c2ccccc2)(c2ccccc2)c2ccccc2)CCN(Cc2ccc(-c3ccccc3)cc2)C1=O (stereo not drawn) | i | 12 | 5.8 | 57
Cc1c(NC(=O)COc2cccc(F)c2)c(=O)n(-c2ccccc2)n1C | i | 23 | 0.0 | 60
CCN(C[C@H]1N[C@@](Cc2ccccc2)(C(=O)OC)[C@H]2C(=O)N(C)C(=O)[C@@H]12)S(=O)(=O)c1ccc(OC(F)(F)F)cc1 | i | 7 | -2.0 | 59
CC(C)N(Cc1ccccc1)C(=O)COC(=O)c1ccc(S(=O)(=O)N2CCOCC2)cc1 | i | 57 | -1.5 | 43
COc1ccc(NC(=O)CN(C)C(=O)CNC(=O)c2sc3ccccc3c2Cl)cc1 | i | 29 | 3.2 | 70
COC(=O)[C@]1(Cc2ccccc2)N[C@H](CN(C)C(=O)C2CCCCC2)[C@@H]2C(=O)N(Cc3ccccc3)C(=O)[C@@H]21 | i | 10 | 5.5 | 57
Cc1cc(C(=O)OCC(=O)NC2CC2)c2ccccc2n1 | i | 49 | 4.2 | 53
CCOc1ccc(/C=N/NC(=O)c2ccccc2Cl)cc1CN1CC2CC(C1)c1cccc(=O)n1C2 (stereo not drawn) | i | 19 | 5.0 | 57
CCOc1ncccc1C(=O)Nc1ccc(C(=O)Nc2ccc(OC)cc2)cc1 | i | 43 | 1.2 | 85
Cc1ccc(NC(=O)CN2CCCC2c2cccn2C)c(Br)c1 (stereo not drawn) | i | 44 | 3.2 | 60
CC(=O)c1cccc(NC(=O)CN2C(=O)NC(C)(c3ccc4c(c3)OCCCO4)C2=O)c1 (stereo not drawn) | i | 34 | -0.8 | 54
Cn1cncc1C#Cc1ccc2cc(C(C)(C)O)oc(=O)c2c1 | i | 37 | -0.2 | 37
Cc1cc(=O)oc2cc(OC(C)C(=O)Nc3ccc(C(N)=O)cc3)ccc12 (stereo not drawn) | i | 20 | -1.3 | 53
COc1ccc(NS(=O)(=O)c2ccc(N3CCCCC3)c(NC(=O)C(C)NC(N)=O)c2)cc1 (stereo not drawn) | i | 41 | -1.2 | 65
O=C(OCC(=O)N(Cc1ccccc1)Cc1ccccc1)c1ccccc1O | i | 41 | 2.5 | 64
C[C@H]1CN([C@@H](C)CO)C(=O)Cc2cc(NC(=O)CCC(F)(F)F)ccc2O[C@H]1CN(C)Cc1ccc(-c2ccccc2)cc1 | i | 26 | 8.7 | 63
O=C(CSc1nnc(C2CC2)n1C1CC1)Nc1cccc(Br)c1 | i | 5 | 0.5 | 49
Cc1nn(CC(=O)NC(=O)c2ccccc2)c(C)c1[N+](=O)[O-] | i | 31 | -1.4 | 62
CC(=O)c1cccc(S(=O)(=O)N2CCC(C(=O)OC3CCOC3=O)CC2)c1 (stereo not drawn) | i | 4 | 4.6 | 69
Cc1cc(F)ccc1S(=O)(=O)N(CC(=O)N1CCOCC1)CC(=O)N1CCOCC1 | i | 38 | 0.2 | 42

Exported in CSV form: part of the list above.
SMILES,T cell modulator,T cell modulator vesicle-bound %,NTR1 ag,NTR1 ag cell count 20 µM
CCOc1ccc(/C=N/NC(=O)c2ccccc2Cl)cc1CN1CC2CC(C1)c1cccc(=O)n1C2 (stereo not drawn),i,19,5.0,57
CCOc1ncccc1C(=O)Nc1ccc(C(=O)Nc2ccc(OC)cc2)cc1,i,43,1.2,85
Cc1ccc(NC(=O)CN2CCCC2c2cccn2C)c(Br)c1 (stereo not drawn),i,44,3.2,60
CC(=O)c1cccc(NC(=O)CN2C(=O)NC(C)(c3ccc4c(c3)OCCCO4)C2=O)c1 (stereo not drawn),i,34,-0.8,54
Cn1cncc1C#Cc1ccc2cc(C(C)(C)O)oc(=O)c2c1,i,37,-0.2,37
Cc1cc(=O)oc2cc(OC(C)C(=O)Nc3ccc(C(N)=O)cc3)ccc12 (stereo not drawn),i,20,-1.3,53
COc1ccc(NS(=O)(=O)c2ccc(N3CCCCC3)c(NC(=O)C(C)NC(N)=O)c2)cc1 (stereo not drawn),i,41,-1.2,65
O=C(OCC(=O)N(Cc1ccccc1)Cc1ccccc1)c1ccccc1O,i,41,2.5,64
C[C@H]1CN([C@@H](C)CO)C(=O)Cc2cc(NC(=O)CCC(F)(F)F)ccc2O[C@H]1CN(C)Cc1ccc(-c2ccccc2)cc1,i,26,8.7,63
O=C(CSc1nnc(C2CC2)n1C1CC1)Nc1cccc(Br)c1,i,5,0.5,49
Cc1nn(CC(=O)NC(=O)c2ccccc2)c(C)c1[N+](=O)[O-],i,31,-1.4,62
CC(=O)c1cccc(S(=O)(=O)N2CCC(C(=O)OC3CCOC3=O)CC2)c1 (stereo not drawn),i,4,4.6,69
Cc1cc(F)ccc1S(=O)(=O)N(CC(=O)N1CCOCC1)CC(=O)N1CCOCC1,i,38,0.2,42

Following part:
SMILES | T cell modulator | T cell modulator vesicle-bound % | NTR1 ag | NTR1 ag cell count 20 µM
COc1ccc(NS(=O)(=O)c2ccc(N3CCOCC3)c(N)c2)cc1 | i | 5 | -0.9 | 52
CC1Cc2ccccc2N1C(=O)COC(=O)/C=C/c1cccc(F)c1 (stereo not drawn) | i | 35 | 15 | 49
O=C(Nc1ccc(Cl)c(S(=O)(=O)N2CCOCC2)c1)c1n[nH]c(=O)c2ccccc12 | i | 37 | -0.4 | 51
CCOc1ccc(/C=N/NC(=O)Cc2ccccc2)cc1CN1CC2CC(C1)c1cccc(=O)n1C2 (stereo not drawn) | i | 18 | 11 | 64
C=CCC[C@@H](Cc1ccc(F)cc1)C(=O)OC[C@@H]1CCCN1C(=O)[C@@H](CC=C)CC(=O)N(CCO)Cc1ccccc1 | i | 9 | 19 | 66
Cc1cc(C(=O)Nc2nnc(C3CC3)s2)c(C)s1 | i | 53 | 5.5 | 66
O=C(NCC(c1ccco1)N1CCCC1)c1ccc(S(=O)(=O)Nc2ccc(F)cc2)cc1 (stereo not drawn) | i | 42 | -0.4 | 49
Cc1noc(C)c1NC(=O)Nc1ccc2c(c1)C(=O)N([C@H](C)CO)C[C@H](C)[C@@H](CN(C)S(=O)(=O)c1ccccc1)O2 | i | 11 | -2.4 | 57
Cc1ccc(C(=O)OCC(=O)NCCc2ccc(S(N)(=O)=O)cc2)o1 | i | 29 | 0.3 | 61
C[n+]1cccc(O)c1SCc1ccccc1 | i | 25 | 0.8 | 80
CCCc1cc(=O)[nH]c(SC(C)C(=O)N2c3ccccc3CC2C)n1 (stereo not drawn) | i | 26 | 10 | 68
O=C(CNC(=O)c1ccccc1)NCC(c1ccco1)N1CCCC1 (stereo not drawn) | i | 36 | 0.7 | 53
Cc1ccc(OCC(=O)N2CCC(Cc3ccccc3)CC2)c([N+](=O)[O-])n1 | i | 34 | -0.8 | 68
COc1cc2sc(-c3ccccc3OC)c(-c3ccc(O)cc3)c2cc1OC | i | 10 | 12 | 61
CC(C)n1ncc2c(C(=O)Nc3cccc(C#N)c3)cc(C3CC3)nc21 | i | 38 | 15 | 71
CC(=O)c1ccc(S(=O)(=O)NCCC(=O)NCCc2c[nH]c3ccccc23)cc1 | i | 32 | -0.7 | 45
CN1CCN(C2Cc3ccccc3Sc3cc(C(F)(F)F)ccc32)CC1 (stereo not drawn) | i | 35 | 12 | 43
Cc1cccc2nc(C(=O)Nc3cccc(C(=O)NC4CC4)c3)cn12 | i | 34 | 4.6 | 42
CC(OC(=O)c1cccc(-n2cnnn2)c1)c1nc2ccccc2c(=O)[nH]1 (stereo not drawn) | i | 35 | 4.3 | 62
O=c1ncn(-c2cccc([N+](=O)[O-])c2)c2ccccc12 | i | 31 | -0.1 | 49
Cc1ccc(C(=O)Nc2ccccc2-c2ccccc2)cc1S(=O)(=O)Nc1ccccc1 | i | 10 | 24 | 41
CN(C)C(CNC(=O)c1cccc(S(=O)(=O)Nc2ccccc2Cl)c1)c1ccco1 (stereo not drawn) | i | 29 | 0.0 | 98
COc1ccc(S(=O)(=O)N2CCCCC2)cc1NC(=O)CNc1ccccc1C(C)=O | i | 33 | -0.8 | 100
C#CCOCCOCCOCCNc1nc(N2CCN(C(=O)CCCCCCCCCCNC(=O)[C@H](CO)n3cc(CCCSC)nn3)CC2)nc(N2CCN(C(=O)CCCCCCCCCCNC(=O)[C@H](CCCCN)n3cc(CCO)nn3)CC2)n1 | i | 21 | -0.7 | 72
Oc1c(CN2CCCC2)cc(COCc2ccccc2)c2cccnc12 | i | 18 | 3.0 | 59
CCCCn1c(N)c(N(CC)C(=O)c2ccc(-c3ccc(Cl)cc3)o2)c(=O)[nH]c1=O | i | 7 | 4.0 | 54
Cc1nc(SCc2nc3c(C)cccc3[nH]2)c2oc3ccccc3c2n1 | i | 8 | 1.6 | 51
COc1ccccc1C(=O)COC(=O)C(NC(=O)Cc1ccccc1)C(C)C (stereo not drawn) | i | 46 | 1.0 | 62
Cc1ccc(O)c(CNCCNCc2cc(C)ccc2O)c1 | i | 26 | -1.8 | 86
C#CCOCCOCCOCCNc1nc(N2CCN(C(=O)[C@H](CCCCN)n3cc(CCC(=O)O)nn3)CC2)nc(N2CCN(C(=O)[C@H](CCCCN)n3cc(CC(C)O)nn3)CC2)n1 (stereo partly drawn) | i | 11 | -5.6 | 88
CCCCN1C(=O)C(=O)N(CC(=O)c2ccc3c(c2)CCCC3)C1=O | i | 17 | -0.7 | 53
O=C(CCN=C1NS(=O)(=O)c2ccccc21)OCc1nnc(-c2ccc([N+](=O)[O-])cc2)o1 | i | 41 | -0.5 | 56
O=C(C[C@@H]1C/C=C\C[C@H](Cc2ccc(F)cc2)C(=O)OCCNC1=O)NCCO | i | 8 | 2.0 | 51
Cc1ccc(NC(=O)C2CC(=O)N(C(C)c3ccccc3)C2)cc1 (stereo not drawn) | i | 34 | 1.6 | 56
O=C(c1ccccc1)c1ccc(C(=O)N2CCN(c3ccccc3Cl)CC2)cc1 | i | 39 | 0.3 | 56
COc1ccc(S(=O)(=O)N2CCN(CC(=O)N3CCOCC3)CC2)cc1OC | i | 46 | 1.6 | 62
COc1ccc(-c2oc(=O)c3cc(OC)c(OC)cc3c2/C=C/c2ccc(F)cc2)cc1 | i | 39 | 2.3 | 44
CCOC(=O)C1=C(COC(=O)c2ccc([N+](=O)[O-])o2)NC(=O)NC1C (stereo not drawn) | i | 43 | 0.0 | 39

Bioassay records (PubChem)
